Bioassay records (PubChem BioAssay)
RAD52 inh – RAD52 (human) annealing inhibition | P43351 | recombinant RAD52 DNA annealing, FRET fluorescence | inhibition, % at 18.7 µM | 0.46% of 360,000 active | AID 651710;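 active = every replicate showing at least 50% inhibition; inconclusive = mean inhibition at least 50% but not in every replicate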
RAD54 inh – RAD54 (human) branch migration inhibition; Q92698; RAD54 Holliday junction branch migration, FAM/BHQ fluorescence; inhibition, % at 10.4 µM; 0.14% of 360,000 active;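 active = mean normalized replicate activity at least 40 and at least half of replicates scoring 40 or more; inconclusive = only one of the two criteria met; inactive = mean below 40 and under half of replicates reaching 40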;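 also: 0% = median of neutral control wells and 100% = median of positive control wells; inhibitors cause a drop in the FAM fluorescence signal; in these data hits start at about 50%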
EWS-Fli inh – blocks EWS/Fli oncoprotein-driven transcription; 0.67% of 350,000 active; inhibition, % at 12.6 µM; A673 NR0B1-luciferase reporter, viability-normalised; AID 651661;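 active = mean inhibition of at least 50% after viability correction, with every replicate also passing that limit; inconclusive = mean reaches 50% but only one of two replicates passes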;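 also: firefly luciferase signal divided by Alamar Blue viability fluorescence both relative to DMSO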
FN deposit inh – fibronectin deposition inhibition | AH1F fibroblasts, Alexa488-fibronectin deposition fluorescence, overnight | inhibition, % at 12.6 µM | 0.086% of 350,000 active;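 active = mean inhibition across replicates of 30% or more, regardless of how many single replicates reach that level; inconclusive = mean under 30% yet at least half of replicates reach 30%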;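 also: positive control wells lacked labelled fibronectin entirely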
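Test system: AH1F fibroblast monolayer depositing Alexa488-labelled fibronectin into matrix. Input: 10000 cells per well. Technique: fluorescence, ex 485 nm, em 525 nm. Buffer or medium: DMEM plus 2% serum, read in PBS. Timing: 1 h cell adhesion before compound, then overnight fibronectin incubation. Compound: single dose, pinned. Read-out basis: inhibition from reduced deposited-fibronectin fluorescence.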
Xi reactivation – X-chromosome reactivation activator. XiGFP mouse fibroblasts, % GFP-positive cells imaging, 3 d; cells co-treated with 5-aza-dC sensitizer; scaled so ellipticine positive control = 100%. AID 743238. 0.055% of 360,000 active. activation, % at 7.58 µM;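 active = mean normalized replicate activation at least 10% and every replicate at or above 10%; inconclusive = only one of the two criteria met; inactive = mean below 10% and not all replicates reach 10%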;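 also: 0% = median of on-plate neutral control wells and 100% = ellipticine 6 µM median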
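Schedule: 3 d treatment, 15 min room-temperature fixation; system: 68-5-11 XiGFP fibroblast line; buffer or medium: DMEM plus 5-aza-dC sensitizer; control set: ellipticine 6 µM positive control; compound: one concentration, pinned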
E-selectin induc – induces E-selectin expression in human endothelial cells | HUVEC E-selectin immunofluorescence imaging; normalized: neutral wells 0, TNF-alpha wells 100 | activation, % at 7.58 µM | P16581 | 0.37% of 260,000 active | AID 686992;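 active = mean E-selectin-positive cell signal at least 10% of the positive control, reached in at least 60% of replicates, without over 20% cell loss; inconclusive = no rule given, readout overlaps actives, possibly toxicity-flagged; inactive = the rest, including those meeting only one limit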;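 also: in these data hits start at about 27%; measured in HUVEC primary endothelial cells; signal is the percent of cells scored E-selectin positive by PE staining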
Target sequence (P16581 whole entry, looked up): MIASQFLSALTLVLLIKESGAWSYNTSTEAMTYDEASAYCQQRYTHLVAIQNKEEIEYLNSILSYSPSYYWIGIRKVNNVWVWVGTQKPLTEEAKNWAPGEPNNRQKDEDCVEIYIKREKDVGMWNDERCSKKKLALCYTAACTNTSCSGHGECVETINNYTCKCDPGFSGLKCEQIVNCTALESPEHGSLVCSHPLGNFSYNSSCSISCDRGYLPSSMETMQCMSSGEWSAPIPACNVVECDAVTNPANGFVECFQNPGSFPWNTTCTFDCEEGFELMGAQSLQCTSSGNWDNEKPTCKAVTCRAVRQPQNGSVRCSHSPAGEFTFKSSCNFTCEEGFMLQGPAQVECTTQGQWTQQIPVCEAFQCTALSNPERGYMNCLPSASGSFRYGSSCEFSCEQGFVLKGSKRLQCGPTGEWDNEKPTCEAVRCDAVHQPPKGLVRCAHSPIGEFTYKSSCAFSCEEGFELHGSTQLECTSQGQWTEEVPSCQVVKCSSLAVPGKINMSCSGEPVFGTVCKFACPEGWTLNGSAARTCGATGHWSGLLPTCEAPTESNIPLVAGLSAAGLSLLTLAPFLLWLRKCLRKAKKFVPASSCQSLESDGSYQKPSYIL
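Read-out: % PE-positive cells | Test system: HUVEC | Doses: One compound dose added by pin transfer | Buffer or medium: EGM-2 over gelatin coat | Signal: Immunofluorescence imaging | Benchmarks: TNF-alpha, DMSO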
esBAF inh – SWI/SNF esBAF complex inhibition; AID 602393; mouse ES cells, Bmi1-luciferase knock-in reporter, 24 h; 100% = twice the neutral-well signal; reporter increase, % at 12.5 µM; 2% of 350,000 active; in the data active = activation above about 40%; inconclusive = no clear call, values can overlap the other calls;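 also: 0% = median of the plate's neutral control wells and 100% = double that signal; a rise in the Bmi1 reporter signal indicates esBAF inhibition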
S100A4 inh HTS – S100A4-myosin IIA interaction inhibition | P26447 | S100A4/TAMRA-MyoIIA peptide fluorescence polarization | inhibition, % at 10.7 µM | 0.14% of 360,000 active;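 active = mean inhibition of at least 70% across replicates, with every replicate also reaching that level; inconclusive = mean inhibition reaches 70% but some replicates fall short; inactive = mean inhibition below 70%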
Target sequence (P26447 whole entry, looked up): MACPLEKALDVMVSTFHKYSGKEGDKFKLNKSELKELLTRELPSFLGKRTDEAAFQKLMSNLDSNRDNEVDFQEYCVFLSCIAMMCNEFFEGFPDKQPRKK
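Material: human S100A4 monomer with TAMRA-labelled myosin IIA peptide; buffer or medium: HEPES pH 7.2 with CaCl2, KCl, NaCl, DTT, Triton; compound dosing: one concentration per compound; schedule: 5 min incubation before reading; benchmarks: neutral control DMSO, positive control TFP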
* marks the source's active call; other numbers are inactive results; ? = inconclusive; . = not tested or not shown.

1. CO[C@@H]1CN(C)C(=O)c2cc(NC(=O)C3CCCC3)ccc2OC[C@@H](C)N(C(=O)Nc2ccc(C(F)(F)F)cc2)C[C@H]1C
2. COc1ccccc1/C=C/C1(C(=O)NC2CCCC2)CC(=O)N1c1ccccc1 (stereo not given)
3. O=C(NCc1ccncc1)c1cc(-c2ccc(Cl)cc2)oc1C(F)(F)F
4. Cc1noc(C)c1S(=O)(=O)Nc1ccc2c(c1)C(=O)N([C@H](C)CO)C[C@H](C)[C@@H](CN(C)Cc1ccc(C(F)(F)F)cc1)OCCCC[C@@H](C)O2
5. O=C1NC[C@H](CCCCN2C[C@H](Cc3ccccc3)N(Cc3ccccc3)C(=O)C2=O)N(CC2CCCCC2)C1=O
6. CC(C)NC(=O)Nc1ccc2c(c1)CC(=O)N([C@@H](C)CO)C[C@H](C)[C@@H](CN(C)Cc1ccc(C(F)(F)F)cc1)O2

entry no.	1	2	3	4	5	6
FN deposit inh	-4	-3	6	.	5	.
RAD52 inh	1	-6	-11	11	1	7
E-selectin induc	0.0	3.3	.	0.1	0.1	19
S100A4 inh HTS	1	0	-3	-6	1	10
RAD54 inh	3	-9	7	-3	.	12
EWS-Fli inh	19	?	4	.	-4	2
Xi reactivation	0.0	0.2	0.0	-0.1	-0.1	0.1
esBAF inh	4	5	.	-2	.	0

7. O=C(Cc1ccccc1)N1CC[C@@H]2[C@@H](CO)Nc3ccc(Br)cc3[C@@H]21
8. C[C@@H]1CN([C@@H](C)CO)S(=O)(=O)c2ccc(C3=CCCCC3)cc2O[C@@H]1CN(C)Cc1cccc(C(=O)O)c1
9. COc1ccc(N(CC(=O)N2CCCCCC2)S(C)(=O)=O)cc1Cl
10. O=C(Nc1ccc2c(c1)OCO2)c1csc([C@@H]2C[C@H](O)[C@@H](CO)O2)n1
11. Cc1cnc(NC(=O)Cn2cnc3c2c(=O)n(C)c(=O)n3C)s1
12. CN(Cc1ccsc1)C(=O)CCc1nnc(CCCc2ccccc2)o1

entry no.	7	8	9	10	11	12
FN deposit inh	9	-9	0	-4	11	0
RAD52 inh	-6	-7	-6	15	1	-6
E-selectin induc	2.6	1.8	1.8	0.2	1.3	27*
S100A4 inh HTS	-2	-9	4	0	4	-1
RAD54 inh	10	19	-1	12	3	-7
EWS-Fli inh	1	-2	7	-11	-6	-87
Xi reactivation	0.2	0.0	0.1	-0.3	0.0	.
esBAF inh	-3	-2	-4	14	-4	?

13. O=C(CC12CC3CC(CC(C3)C1)C2)NCC(c1ccc(F)cc1)N1CCOCC1 (stereo not given)
14. CC(=O)OCC(=O)NCC1CCN(C(=O)C(=O)c2cc3ccccc3o2)CC1
15. CCOc1ccc(-c2c(C(=O)N/N=C/c3ccccc3)nnn2-c2nonc2N)cc1
16. Cc1ccc(S(=O)(=O)NCCC(=O)N2CCOCC2)cc1C
17. Cc1ccc(Cl)cc1Nc1nc(-c2sc(NC(=O)C(C)(C)C)nc2C)cs1
18. CNC[C@H]1OCCCC[C@@H](C)Oc2ccc(NC(=O)Nc3ccccc3)cc2C(=O)N([C@@H](C)CO)C[C@@H]1C

entry no.	13	14	15	16	17	18
FN deposit inh	-6	12	4	2	-19	.
RAD52 inh	0	-3	2	-3	-19	-176
E-selectin induc	2.5	0.0	6.7	.	-0.1	0.1
S100A4 inh HTS	-10	2	-1	5	-6	-16
RAD54 inh	-7	.	.	.	-10	-6
EWS-Fli inh	-7	-13	-7	-3	-26	-2
Xi reactivation	0.1	0.0	0.0	0.0	0.0	0.4
esBAF inh	2	.	1	.	1	-2

19. CCc1nnc(NC(=O)CN2CCN(Cc3ccccc3C)CC2)s1
20. Cc1cccc(C)c1OCc1cc(C(=O)NCc2ccc(Cl)s2)no1
21. Cc1ccc([C@@H]2C[C@H]3[C@@H](CN2S(=O)(=O)c2ccc(C)cc2)C(=O)C[C@@H](c2ccc(C)cc2)N3S(=O)(=O)c2ccc(Cl)cc2)cc1
22. C[C@H](NC(=O)C[C@@H]1C[C@@H]2c3cc(NS(=O)(=O)c4ccc(F)cc4)ccc3O[C@@H]2[C@H](CO)O1)c1ccccc1
23. O=C(COC(=O)c1cc(Cl)ccc1O)Nc1cc(C(F)(F)F)ccc1N1CCOCC1
24. CC(=O)Nc1ccc(Nc2cc(N(C)C)c3nonc3c2[N+](=O)[O-])cc1

entry no.	19	20	21	22	23	24
FN deposit inh	-5	-3	.	10	-1	2
RAD52 inh	-2	-11	-14	1	-1	-4
E-selectin induc	.	.	-6.4	0.6	0.0	.
S100A4 inh HTS	-4	-5	-5	1	2	-1
RAD54 inh	-10	-4	-8	-1	-8	3
EWS-Fli inh	11	.	-16	13	1	11
Xi reactivation	0.0	0.0	0.4	0.0	0.1	0.5
esBAF inh	-5	7	-1	3	-7	-6

25. CCCNC(=O)Nc1ccc2c(c1)OC[C@H](C)N(CCC(F)(F)F)C[C@H](C)[C@H](OC)CN(C)C2=O
26. O=C(CN1C(=O)/C(=C/c2ccco2)SC1=S)Nc1ccc(C(=O)O)c(O)c1
27. CCOc1cc(C(=O)Nc2ccc(S(=O)(=O)Nc3nnc(CC)s3)cc2)cc(OCC)c1OCC
28. COCCNc1ncnc2c1ncn2[C@H]1CN(Cc2ccc(Cl)cc2)C[C@@H](CO)O1
29. COC(=O)c1cc(NC(=O)CSC2=NCCS2)cc(C(=O)OC)c1
30. CCn1c2ccccc2c2cc(NC(=O)CC(C)=O)ccc21

entry no.	25	26	27	28	29	30
FN deposit inh	-20	-2	-4	-1	4	-3
RAD52 inh	3	-216	-17	-51	-7	.
E-selectin induc	-0.5	.	-0.1	-0.1	11	.
S100A4 inh HTS	38	-32	0	5	31	.
RAD54 inh	-3	-24	3	-6	.	-1
EWS-Fli inh	4	10	5	-11	1	.
Xi reactivation	0.4	0.0	0.3	0.2	0.3	0.5
esBAF inh	2	-11	-3	-2	.	-5

31. CCOc1cc(C2C3=C(CCCC3=O)N(CCC(=O)O)C3=C2C(=O)CCC3)ccc1OS(=O)(=O)c1ccc(C)cc1
32. C[C@@H]1CN([C@H](C)CO)C(=O)Cc2cc(NC(=O)Nc3ccccc3)ccc2O[C@H]1CN(C)Cc1ccc2c(c1)OCO2
33. Cc1cc(C)c(S(=O)(=O)NCCSCc2ccco2)c(C)c1
34. CCS(=O)(=O)N1CC2(CN(CC3CCOCC3)[C@H](CO)c3c2c2ccc(OC)cc2n3C)C1
35. COc1ccc(OC)c(CC(NC(C)=O)C(=O)NC2CCN(c3nc(OC)nc(OC)n3)CC2)c1 (stereo not given)
36. COc1ccc(OCCOC(=O)CN2C(=O)NC3(CCCC3)C2=O)cc1

entry no.	31	32	33	34	35	36
FN deposit inh	3	.	-21	-15	1	-3
RAD52 inh	.	4	-5	-153	-15	-5
E-selectin induc	-2.4	-0.7	-0.2	0.0	-0.5	.
S100A4 inh HTS	.	-1	-5	-5	-5	-1
RAD54 inh	13	-13	-13	.	.	7
EWS-Fli inh	.	-1	10	5	-5	-4
Xi reactivation	0.0	-0.9	0.0	0.1	-0.7	0.0
esBAF inh	.	0	-9	.	.	1

37. CCC(=O)N1CCc2cc(S(=O)(=O)CCC(=O)NC3CCCCC3)ccc21
38. CCCCC(CC)C(=O)Nc1ccc(S(=O)(=O)Nc2nccs2)cc1 (stereo not given)
39. CCN1C(=O)[C@H]2[C@@H](c3ccc(-c4ccc(F)cc4)c(OC)c3)N[C@@](C)(C(=O)OC)[C@H]2C1=O
40. O=C1CC2CCCC(C1)S2=O (stereo not given)
41. CC1(C)Cc2cccc(OCC(=O)N3CCN(c4ccccc4F)CC3)c2O1
42. CCCCS(=O)(=O)N1CCCc2nc(-c3ccccc3)ccc21
43. CC(=O)Oc1ccc(-c2ccc(C(=O)OCC(=O)N(C)CC(=O)Nc3ccccc3Cl)cc2)cc1

entry no.	37	38	39	40	41	42	43
FN deposit inh	-2	-3	-5	-11	-2	3	.
RAD52 inh	-2	-9	-12	-12	-8	-11	-21
E-selectin induc	-0.1	.	-0.5	-0.2	0.2	0.1	2.8
S100A4 inh HTS	3	-1	-3	8	1	-3	-3
RAD54 inh	4	13	2	-22	.	.	-3
EWS-Fli inh	.	7	-11	4	-7	7	-1
Xi reactivation	0.0	0.0	0.0	0.2	0.1	0.1	0.3
esBAF inh	3	.	7	-6	.	.	1
